Bioassay records as filed in PubChem.
NSD2 inh = NSD2 histone methyltransferase inhibitors, primary screen, biochemical, AlphaScreen, single concentration, set 2; Histone-lysine N-methyltransferase NSD2 (Homo sapiens), O96028; NSD2 peptide methylation, 120 min; 310,000 tested, 0.54% active; inhibition, % at 12.5 µM; in the data active = inhibition above about 50%
SUMO Mot1 rescue = yeast Mot1-301 growth rescue at high temperature, primary screen, SUMOylation pathway inhibitor project, S. cerevisiae, ATP luminescence, 38.5C; S. cerevisiae Mot1-301 growth rescue; percent above DMSO median, 100 means doubled; 320,000 tested, 1% active; growth rescue, % at 18.8 µM;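 active = every valid replicate shows activation above 250% relative to neutral control wells; inactive = the rest, any valid replicate at or below 250%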;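 also: OY570 slx delta 5 strain wells were the positive control but not used for scaling; some compounds called inactive have numbers as strong as hits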
dFosB act = activators of delta FosB homodimer, primary screen, biochemical, fluorescence polarization, TAMRA-CDK5 oligo, single point. AID 493131, 2011. purified delta FosB; percent of positive-control signal above neutral wells. 340,000 tested, 0.99% active. activation, % at 25 µM;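 active = mean activation above about 17%, with every replicate also reaching it, limit read from the data, passing the limit was not always enough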;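 also: fluorescence polarization rise as delta FosB binds a TAMRA Cdk5 AP-1 oligo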
Target sequence (P13346 whole entry, looked up): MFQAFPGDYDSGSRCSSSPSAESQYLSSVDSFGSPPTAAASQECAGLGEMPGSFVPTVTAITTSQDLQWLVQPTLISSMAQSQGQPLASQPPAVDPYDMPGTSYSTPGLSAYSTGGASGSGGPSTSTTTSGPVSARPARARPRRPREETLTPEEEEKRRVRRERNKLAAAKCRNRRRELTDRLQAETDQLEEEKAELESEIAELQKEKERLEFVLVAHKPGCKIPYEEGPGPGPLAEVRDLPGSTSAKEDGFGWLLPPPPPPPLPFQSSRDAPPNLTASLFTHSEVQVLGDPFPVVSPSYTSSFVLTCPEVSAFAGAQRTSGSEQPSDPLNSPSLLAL
PvdQ inh = P. aeruginosa PvdQ acylase inhibitors, primary screen, biochemical, fluorescence, plate reader and imaging, single point; PvdQ acylase [Pseudomonas aeruginosa LESB58]; purified PvdQ acylase; inhibition, % at 10 µM; 340,000 tested, 0.063% active; AID 488965, 2010; in the data active = inhibition above about 30%, passing the limit was not always enough;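 also: 0% = vehicle neutral wells and 100% = reference inhibitor wells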
Keap1-Nrf2 PPI = Keap1-Nrf2 protein-protein interaction inhibitors, primary screen, biochemical, fluorescence polarization, single point | Kelch-like ECH-associated protein 1 (Homo sapiens), Q14145 | Keap1 Kelch-Nrf2 peptide fluorescence polarization, 1536-well | inhibition, % at 9.4 µM | 340,000 tested, 0.15% active | AID 504523, 2011; in the data active = inhibition above about 12%;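 also: human Keap1 Kelch domain with fluorescein labeled Nrf2 9mer peptide probe; 0% = neutral control wells and 100% = peptide positive control; higher means more block of Keap1 binding to Nrf2 peptide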
Target sequence (Q14145 whole entry, looked up, the tested form may be a part): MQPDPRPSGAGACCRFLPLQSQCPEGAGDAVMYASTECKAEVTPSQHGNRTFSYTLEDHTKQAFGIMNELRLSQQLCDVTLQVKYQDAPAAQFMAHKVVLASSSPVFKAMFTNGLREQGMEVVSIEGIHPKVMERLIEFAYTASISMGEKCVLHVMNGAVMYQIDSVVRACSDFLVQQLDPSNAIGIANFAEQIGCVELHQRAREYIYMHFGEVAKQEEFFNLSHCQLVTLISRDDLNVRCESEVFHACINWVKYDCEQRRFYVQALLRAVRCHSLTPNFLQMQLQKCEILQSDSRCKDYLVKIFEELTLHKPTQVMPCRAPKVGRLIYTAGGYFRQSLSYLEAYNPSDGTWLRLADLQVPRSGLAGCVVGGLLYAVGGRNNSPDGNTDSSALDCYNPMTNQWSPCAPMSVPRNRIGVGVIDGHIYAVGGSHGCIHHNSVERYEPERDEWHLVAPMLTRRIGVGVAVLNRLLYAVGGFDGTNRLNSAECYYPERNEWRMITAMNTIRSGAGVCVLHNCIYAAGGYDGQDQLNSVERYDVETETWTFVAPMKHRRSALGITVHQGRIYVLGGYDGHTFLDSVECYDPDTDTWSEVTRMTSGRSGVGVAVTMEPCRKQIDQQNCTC
Rtt109 Vps75 = inhibitors of C. albicans Rtt109/Vps75 HAT, primary screen, biochemical, ThioGlo CoA-SH fluorescence, plate reader. Histone acetyltransferase RTT109 (Candida albicans (strain SC5314 / ATCC MYA-2876)), …. purified Rtt109/Vps75, 4 h. 330,000 tested, 0.16% active. inhibition, % at 34.9 µM;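 active = inhibition of at least 50% in every replicate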
RTF Ca sens inh = cardiac RTF calcium sensitivity inhibitors, primary screen, biochemical, IANBD-TnC fluorescence, EC70 calcium; 340,000 tested, 0.12% active; Troponin I, cardiac muscle (Homo sapiens) + Troponin T, cardiac muscle (Homo sapiens) + …; inhibition, % at 7.15 µM; IANBD-labeled cardiac RTF, Ca2+ fluorescence;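 active = inhibition above the mean inhibition of all tested compounds plus 3 SD, cut at about 17% in these data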;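 also: assay run at fixed EC70 calcium of 1.6 mM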
PfHsp90 set2 = growth inhibition of PfHsp90-expressing yeast, primary screen, antimalarial PfHsp90 inhibitor project, S. cerevisiae, BacTiter-Glo luminescence, single point, set 2. AID 504621, 2011. BacTiter-Glo ATP, 48 h; yeast lacking PDR1 and PDR3 efflux regulators. 310,000 tested, 0.32% active. inhibition, % at 9.4 µM;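 active = every replicate shows inhibition above about 80%, whatever the replicate mean, limit read from the data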;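 also: 0% = DMSO neutral controls and 100% = 20 µM radicicol positive controls; yeast relying on Plasmodium falciparum Hsp90 in place of its own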
cardiac RTF act = cardiac RTF calcium sensitivity activators, primary screen, biochemical, IANBD-TnC fluorescence, EC20 calcium; 340,000 tested, 0.24% active; activation, % at 7.2 µM; IANBD-labeled TnC RTF fluorescence at EC20 calcium; 0% EC20 calcium, 100% full calcium;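 active = activation above the mean over all tested compounds plus 3 SD, cut at about 30% in these data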;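 also: rise in fluorescence read as greater calcium sensitivity of cardiac thin filaments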
CDK5 p35 inh = inhibitors of human CDK5/p35 kinase, primary screen, biochemical, single concentration; 330,000 tested, 0.01% active; Recombinant CDK5/p35, ADP-Glo luminescence, 60 min; inhibition, % at 10 µM; AID 488839, 2010; Cyclin-dependent kinase 5 (Homo sapiens) + Cyclin-dependent kinase 5 activator 1 (Homo …;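 active = highest replicate inhibition of at least 50% and at least 75% of replicates reaching 50%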;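 also: plate controls were DMSO neutral control for no effect and GW8510 at 10 µM for full effect; many of its hits are not listed in these tables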
LANA DNA inh = inhibitors of KSHV C-LANA binding to DNA, primary screen, biochemical, fluorescence polarization, FAM-LBS DNA, MBP-C-LANA, single point; Kaposi's sarcoma herpesvirus LANA C-terminal domain (residues 932-1162) DNA binding; inhibition, % at 9 µM; 340,000 tested, 0.078% active;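 active = highest replicate inhibition at or above 60% at 9 µM, even if other replicates fall short; inactive = all replicates below 60% inhibition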;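 also: 0% = neutral control wells and 100% = 4 µM acridine orange control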
* hit, by the source's call; x = no result given.

SMILES	NSD2 inh	SUMO Mot1 rescue	dFosB act	PvdQ inh	Keap1-Nrf2 PPI	Rtt109 Vps75	RTF Ca sens inh	PfHsp90 set2	cardiac RTF act	CDK5 p35 inh	LANA DNA inh
CCCCN(C(=O)Nc1ccc(OCC)cc1)C1CCN(C(C)=O)CC1	7.1	173.2	7.9	-10.6	-1.8	12.1	2.7	1.3	3.6	-1.8	0.7
COc1ccc(CCN2CC(C(=O)NCc3ccco3)CC2=O)cc1OC (centres undefined)	-2.7	4.9	-4.5	3.5	1.1	3.4	-5.7	-20.2	-3.0	-0.1	1.2
Cc1cccc(Nc2nc(N)c([N+](=O)[O-])c(N3CCCC(C)C3)n2)c1 (centres undefined)	3.7	3.5	44.8*	4.1	-1.2	-9.1	0.8	103.5*	7.0	9.8	2.1
Cc1nc(Nc2ccc(S(=O)(=O)N3CCCC3)cc2)c2nnn(Cc3ccccc3)c2n1	0.7	-19.3	-6.8	28.0	-3.8	-0.1	-4.1	2.9	2.5	0.1	-0.6
Cc1cc(NC(=O)c2cccc(COc3ccc(Br)cc3)c2)no1	x	-0.1	0.5	-18.3	-3.0	-6.9	-12.1	-14.5	1.5	0.7	-0.1
Cc1ccc(S(=O)(=O)N=S(CCO)CCO)cc1	1.2	x	1.6	4.0	1.8	-1.4	-0.6	11.2	4.0	-0.9	0.6
CC(=O)c1cccc(CN2CCC(C(=O)Nc3cccc(-c4ccn[nH]4)c3)CC2)c1	0.9	-6.4	-8.1	12.9	-1.1	1.3	-1.8	10.9	0.9	-0.2	2.7
CCCCCCCN1C(Nc2ccccc2)=NC[C@@H]1CC(C)C	x	610.7*	2.2	2.4	-0.7	2.5	-0.1	25.0	4.1	0.0	-1.1
O=C(CN1C(=O)CC(c2ccccc2)Sc2ccccc21)NCC1CCCO1 (centres undefined)	0.2	16.0	-0.5	-2.5	1.7	5.5	4.1	x	-4.2	-1.5	-0.5
O=C1NC2(CCCC2)Oc2ccccc21	-0.8	1.8	1.1	-6.0	1.1	-3.4	x	-7.6	x	-0.9	1.5
COc1ccc(NC(=O)CSc2nc(C)cc(C(F)(F)F)n2)cc1	-0.7	33.7	2.6	-0.9	-0.5	-1.7	-1.8	16.0	1.6	-0.2	1.6
O=C(O)COc1ccc(NC(=O)C(c2ccccc2)c2ccccc2)cc1	-3.1	121.4	-4.7	-15.8	3.2	0.6	-3.6	8.9	-5.5	-0.6	1.5
CCOc1cccc(-c2nc3cc(C)ccc3o2)c1	-2.5	8.2	-6.7	5.0	1.5	3.1	-0.5	14.8	-7.2	-0.1	-1.3
COc1ccc(-c2nc(C#N)c(NCc3cccnc3)o2)cc1OC	4.2	-1.3	-8.0	-12.7	-3.1	-5.6	2.7	29.2	-2.5	-3.4	-1.0
COc1ccc(C2CC(c3cccs3)=NN2C(=O)CSc2nnc(N)s2)cc1OC (centres undefined)	-4.7	15.8	-3.9	-2.2	-8.9	-5.1	5.0	x	0.7	0.8	0.3
C=CCn1c(SCC(C)=O)nc2scc(-c3ccco3)c2c1=O	0.0	176.8	-4.2	2.1	-2.2	-5.4	6.7	-22.9	-0.2	2.9	-0.8
C#CCOCCOCCOCCNc1nc(N2CCN(C(=O)[C@H](CCC(=O)O)n3cc(C(N)CC(C)C)nn3)CC2)nc(N2CCN(C(=O)[C@H](Cc3ccc(O)cc3)n3cc(C(N)CC(C)C)nn3)CC2)n1 (some centres undefined)	x	-8.1	-12.7	3.1	-6.5	18.6	-7.9	6.0	6.5	2.9	-0.3
Cc1cc(SCC(=O)OCC(=O)N2CCN(C(=O)c3ccco3)CC2)c(C)cc1Br	-0.2	-13.2	-4.5	10.9	-4.7	5.6	-6.8	16.2	3.5	-0.1	0.6
Cc1c(NC(=O)C(C)Sc2nnc(-c3ccccc3)o2)c(=O)n(-c2ccccc2)n1C (centres undefined)	x	372.7*	-5.0	2.1	2.5	0.7	-2.7	-35.7	2.6	-0.5	0.1
Cc1ccc2c(c1)c1c3n2CCCN(Cc2ccccc2)C3CCC1 (centres undefined)	2.7	38.3	-9.8	8.8	3.5	10.8	0.0	11.4	-1.4	-0.5	-0.7
O=C(O)c1ccc(NS(=O)(=O)c2cccc(C(=O)Nc3ccc(Br)cc3)c2)cc1	-1.4	10.0	0.6	-13.3	3.5	0.4	-4.9	-19.0	0.3	0.0	2.0
COc1ccc(NC(=O)c2nc(SC)ncc2Cl)cc1	-0.6	1.1	0.3	-16.9	0.7	-0.5	-6.4	-6.7	-1.9	-1.4	0.8
Cc1ccsc1C(=O)N1CCC(N2CCC(C(=O)NCC3CCCO3)CC2)CC1 (centres undefined)	-3.9	-9.5	34.9*	-10.9	-2.3	-4.7	-2.7	2.3	3.4	0.2	2.1
Cc1noc(C)c1C(=O)N1CCCc2ccccc21	-0.5	32.7	-0.4	-19.1	-8.2	-2.0	-2.7	-3.9	-5.8	0.9	-0.8
CN(C)C(CNC(=O)/C=C/c1cccc(Cl)c1)c1ccccc1 (centres undefined)	9.7	x	-11.6	-3.0	-7.0	-1.6	-2.0	32.0	4.7	-3.8	-0.5
Cc1ccc(CSCc2nc3ccccc3[nH]2)cc1	-2.0	x	-3.3	4.2	-0.7	26.7	-1.9	-11.6	5.6	0.1	-1.3
CC(C)c1nnc(NC(=O)CN(C)S(=O)(=O)c2ccc3c(c2)OCCO3)s1	-1.8	2.3	-3.7	5.7	2.2	6.6	2.9	-1.7	2.6	-1.2	2.1
NC(=O)c1ncn([C@@H]2O[C@H](CNCc3cc(Cl)ccc3OCc3ccc(Cl)cc3)[C@@H](O)[C@H]2O)n1	x	x	-7.6	22.1	-0.6	-0.2	-4.6	-29.3	-4.8	0.3	-0.4
O=C(O)c1cccnc1SC1CC(=O)N(c2ccc(OC(F)F)cc2)C1=O (centres undefined)	-1.6	-20.1	-3.5	-17.8	-1.6	4.1	-1.8	6.0	1.1	3.0	-0.3
CC(=O)c1ccc(NC(=O)NCc2ccc(F)cc2)cc1	-0.3	3.4	-5.9	-9.5	-4.0	-4.0	-12.3	-3.6	0.6	0.6	0.3
C=CC(=O)OCCOCCOCCOCCOC(=O)C=C	x	93.8	3.6	-15.9	-2.8	-9.9	0.0	7.5	-1.9	1.4	0.6
COc1cccc(C(=O)Nc2ccccc2OC(F)(F)F)c1	1.9	-6.7	-0.9	-4.0	-3.4	-5.6	-1.8	-17.1	0.1	-0.3	-0.2
CCCCc1c(O)nc(SCC(=O)NC(C)(C)C)n(-c2ccccc2C)c1=O	0.4	-16.0	-7.8	6.3	-1.7	6.2	-0.7	-9.5	0.1	-0.2	-1.0
CC1(C(=O)NC2CCCCCCC2)CCC(=O)N1Cc1cccs1 (centres undefined)	-0.5	12.3	6.7	2.9	-2.0	-2.1	-3.1	-9.6	-7.9	2.0	-0.4
Cc1ccc(S(=O)(=O)Nc2cccc(C(=O)NCc3ccc(S(N)(=O)=O)cc3)c2)cc1	-1.7	5.4	-4.7	-10.6	4.1	-13.8	-3.5	6.2	-1.4	-0.5	3.2
CN(C)c1ccc(/C=C/C(=O)c2c(O)c3ccccc3oc2=O)cc1	0.6	6.1	-2.1	-4.7	-13.6	-1.2	-17.2	14.9	23.7	0.4	-1.2
Cc1ccc(OCC(=O)Nc2ccc3c(c2)nc(CCN2CCC(C)CC2)n3C)cc1	29.0	-0.4	1.5	-2.0	-3.8	1.9	-0.1	-6.8	-0.7	-0.2	-0.1
CCOC(=O)C1=C(c2ccccc2)NC(=O)NC1c1ccsc1 (centres undefined)	-0.4	6.8	2.0	-5.0	-2.1	-0.1	-4.9	1.5	1.2	0.7	1.2
CC(=O)c1ccc(OCCCC(=O)Nc2ccc(C)c(S(=O)(=O)N3CCCCC3)c2)cc1	-3.2	x	-8.0	-7.4	-3.4	2.5	-7.4	x	-0.2	-3.8	1.0
CC(=O)O[C@H]1CSC[C@H]1NC(=O)c1ccccc1	-4.6	124.1	-5.4	-4.8	-2.3	13.7	-7.8	-23.5	11.5	-3.3	-0.5
CCC12CN3CCN(CC(C3)/C1=N\NC(=O)c1ccc(F)cc1)C2	-2.6	123.6	-2.3	2.2	1.4	0.8	-0.4	-1.6	-6.0	2.4	-1.2
O=c1c2cc(N3CCOCC3)ccc2[nH]c(=S)n1CC1CCCO1 (centres undefined)	5.4	x	-7.0	-10.0	0.9	-118.8	-6.7	x	-0.5	3.3	-0.7
S=C(Nc1ccc(Cl)cc1Cl)Nc1ccccc1Oc1ccccc1	1.2	-0.5	-4.9	-12.5	-4.8	2.4	-6.9	-12.8	-3.9	-0.7	-2.0
COc1cc2c(ccc3cc(OC)c(OC)c(O)c32)cc1O	x	4.6	-14.8	-0.5	4.2	6.1	26.3*	-1.3	-26.5	80.6*	19.5
Cc1c(C(=O)N2CCCCC2)nnn1-c1nonc1N	-5.6	-24.3	-0.5	-14.0	-4.7	-4.1	5.7	-25.7	7.3	0.1	2.4
CC(=O)Nc1nc2ccccc2n1Cc1ccccc1C	7.5	-4.2	-7.7	-12.3	-2.3	-2.8	-6.7	-20.2	1.2	-0.7	-0.1
O=C(CN1C(=O)c2ccccc2C1=O)OCC(=O)c1ccc(F)cc1	1.1	59.0	-10.4	-1.5	4.2	-4.1	-5.5	x	-4.4	-0.6	-0.6
S=C(NCc1ccco1)N1CCN(c2ccc(Cl)cc2)CC1	3.0	64.0	-8.8	-4.9	-1.4	0.2	5.9	-20.5	-10.6	1.0	-0.8
O=C(COc1coc(CN2CCN(c3ccccc3F)CC2)cc1=O)N1CCc2ccccc21	-0.6	-6.5	21.9*	-5.1	0.2	11.3	-4.4	x	-0.2	0.2	-0.4
CC(Sc1ncccn1)C(=O)NC1CCCC1 (centres undefined)	-5.7	19.5	-7.5	-5.7	-1.1	3.9	1.9	-28.0	-2.3	-0.5	0.0

The order is random. Share with any hit: about 3.2%.
